Screening data from PubChem.
SENP1 FRET inh = SENP1 (human) catalytic domain inhibition | Q9P0U3 | recombinant SENP1 catalytic domain, CyPet-SUMO1-YPet FRET cleavage | inhibition, % at 10 µM | hit rate 0.21% among 360,000 | AID 624204;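 active = inhibition at least 30% at 10 µM, raw YFP signal under a set limit, fluorescence ratio 0.5 to 1.5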;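 note: 0% = enzyme with DMSO and 100% = no enzyme wells; some results filed as inactive read as strong as hits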
Target sequence (Q9P0U3 419-644 limits assumed): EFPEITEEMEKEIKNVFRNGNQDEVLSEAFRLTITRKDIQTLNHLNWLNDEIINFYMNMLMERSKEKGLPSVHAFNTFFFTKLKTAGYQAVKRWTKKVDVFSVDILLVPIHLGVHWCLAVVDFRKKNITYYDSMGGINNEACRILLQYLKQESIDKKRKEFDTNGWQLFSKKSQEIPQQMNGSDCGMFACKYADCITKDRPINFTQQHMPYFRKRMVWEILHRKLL
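Controls: no-enzyme wells low, DMSO-plus-enzyme wells high control. Test system: human recombinant His6-tagged SENP1 catalytic domain enzyme. Reagent: SFCypet-SUMO1-SFYpet FRET protein substrate, 25 nM final. Doses: one dose per compound, 10 µM, 0.5% DMSO. Detection: FRET, CFP and YFP emission. Timing: 50 min reaction at room temperature.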
HKDC1 inh = inhibitors of human hexokinase HKDC1 | Q2TB90 | recombinant HKDC1, G6PDH/diaphorase resazurin coupled fluorescence | inhibition, % at 20 µM | hit rate 0.16% among 340,000;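 active = inhibition above about 35% when tested at 20 µM, limit read from the data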;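 note: plate controls were DMSO wells with enzyme for no effect and DMSO wells lacking enzyme for full effect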
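Material – in-house recombinant HK5 (HKDC1) enzyme · Quantity – HKDC1 at 5 µg/mL · Buffer or medium – pH 8.0 Tris buffer with 10 mM MgCl2 · Reagent – glucose with 1 mM ATP · Dosing – single 20 µM dose · Times – reaction time 90 min, room temperature, protected from light · Technique – resorufin fluorescence at 613 nm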
SENP8 block-1 = blocks human SENP8 cleavage of Nedd8 substrate; recombinant SENP8, Nedd8 substrate fluorescence; hit rate 0.64% among 360,000; Q96LD8; AID 602440; inhibition, % at 20 µM; in the data active = inhibition mostly above about 40%, no sharp cut-off; inactive = mostly below about 27%
Target sequence (Q96LD8 whole entry, looked up): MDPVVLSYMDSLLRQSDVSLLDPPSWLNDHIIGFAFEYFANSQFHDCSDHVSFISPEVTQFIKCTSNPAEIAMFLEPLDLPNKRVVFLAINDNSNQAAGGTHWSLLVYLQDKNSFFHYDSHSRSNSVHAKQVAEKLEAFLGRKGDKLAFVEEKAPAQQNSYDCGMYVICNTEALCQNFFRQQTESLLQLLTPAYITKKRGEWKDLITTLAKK
beta cell repl = MIN6 beta-cell proliferation induction | MIN6 cells proliferation, ATPlite luminescence, 48 h; cells starved in 0.2% serum; 100% = growth in 10% serum | hit rate 0.29% among 330,000 | proliferation, % at 10 µM;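 active = compounds whose signal lies at least 3.5 SD above the mean of all wells on their plate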;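 note: 0% = DMSO-treated cells in low-serum medium and 100% = 10% serum control; some compounds called inactive have numbers as strong as hits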
SENP7 block = SENP7 protease inhibition; Q9BQF6; recombinant SENP7, Z-RLRGG-aminoluciferin luminescence, 40 min; inhibition, % at 5 µM; hit rate 1.5% among 330,000;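 active = inhibition above about 50% at the single test dose, limit read from the data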;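 note: plate controls were DMSO with enzyme for no effect and no enzyme buffer wells for full effect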
SENP6 block = SENP6 protease inhibition | Recombinant SENP6 catalytic domain, aminoluciferin luminescence | Q9GZR1 | hit rate 1.8% among 330,000 | inhibition, % at 10 µM;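 active = inhibition above about 50% at the single tested dose, limit read from the data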;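 note: plate controls were DMSO wells with enzyme for no effect and DMSO wells lacking enzyme for full effect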
Target sequence (Q9GZR1 628-1112 limits assumed): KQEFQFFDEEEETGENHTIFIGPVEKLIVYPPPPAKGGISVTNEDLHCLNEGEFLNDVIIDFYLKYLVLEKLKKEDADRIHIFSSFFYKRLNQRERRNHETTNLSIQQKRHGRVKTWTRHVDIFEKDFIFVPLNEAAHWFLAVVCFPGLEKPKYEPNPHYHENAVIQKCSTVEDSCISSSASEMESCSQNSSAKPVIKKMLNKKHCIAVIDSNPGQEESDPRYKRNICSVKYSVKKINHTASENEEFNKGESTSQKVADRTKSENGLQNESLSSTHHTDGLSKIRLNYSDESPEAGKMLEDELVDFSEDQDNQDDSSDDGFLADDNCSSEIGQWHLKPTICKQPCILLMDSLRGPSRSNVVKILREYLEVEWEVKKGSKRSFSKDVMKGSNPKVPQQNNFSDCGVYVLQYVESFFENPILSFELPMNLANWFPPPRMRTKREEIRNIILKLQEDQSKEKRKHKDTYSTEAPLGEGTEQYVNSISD
PfGluPho inh = PfG6PD (Plasmodium falciparum) enzyme inhibition | inhibition, % at 20 µM | hit rate 0.78% among 350,000 | PfGluPho enzyme, NADPH resazurin-diaphorase fluorescence;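 active = inhibition reaching at least a set limit at 20 µM in the primary screen, cut at about 59% in these data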;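 note: 0% = DMSO wells with substrate and 100% = DMSO wells lacking glucose-6-phosphate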
SENP8 block-2 = inhibitors of human SENP8 protease; Q96LD8; purified SENP8, Z-RLRGG-aminoluciferin cleavage, luminescence; inhibition, % at 10 µM; hit rate 1.2% among 330,000; AID 2540; in the data active = inhibition above about 50%
UBC13 inh = blocks human UBC13 polyubiquitin chain formation; TR-FRET; hit rate 0.47% among 330,000; AID 485273; inhibition, % at 20 µM; P61088; in the data active = inhibition above about 45%, passing the limit was not always enough
Target sequence (P61088 whole entry, looked up): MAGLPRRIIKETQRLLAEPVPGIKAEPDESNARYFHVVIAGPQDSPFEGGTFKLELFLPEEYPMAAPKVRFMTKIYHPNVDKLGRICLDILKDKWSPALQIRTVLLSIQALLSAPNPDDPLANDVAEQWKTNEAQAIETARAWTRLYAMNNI
* marks the source's active call; other numbers are inactive results; i = inactive; · = not tested or not shown.

molecule,SENP1 FRET inh,HKDC1 inh,SENP8 block-1,beta cell repl,SENP7 block,SENP6 block,PfGluPho inh,SENP8 block-2,UBC13 inh
O=C1CN(CC(=O)N2CCCCC2)c2ccccc2O1,1.9,5.7,30.2,-1.4,-4.4,7.0,28.1,3.3,-3.0
O=C(Nc1ccc(N2CCN(Cc3ccccc3)CC2)cc1)c1ccccc1[N+](=O)[O-],0.5,-9.6,22.7,-4.1,-10.2,-10.6,2.5,-14.4,-21.1
CCN(CC(=O)NC(C)(C)C)C(=O)CCl,0.4,-8.7,9.7,-0.8,2.1,-21.6,5.2,-10.7,-1.6
Cc1cccc(NC2=Nc3ccccc3N3C2=Nc2c(c(C)nn2-c2ccccc2)C3c2ccc(O)c(O)c2)c1 (stereo not given),-27.0,-3.6,-466.2,-7.2,-1.8,-4.6,-54.5,-1.9,-11.5
Nc1nnnn1/N=C/c1ccco1,2.3,-1.1,30.1,0.5,3.5,6.1,4.9,-4.4,-1.2
O=C(Nc1ccncc1)c1ccc2c(c1)C(=O)N(CC1CCCO1)C2=O (stereo not given),-1.3,-7.2,8.1,0.0,11.4,10.5,-10.3,4.1,1.0
COc1ccc(/C=N/Nc2nc(-c3ccc(C)cc3)c(NC(C)=O)s2)cc1OC,3.1,-3.7,9.7,-0.5,7.4,1.4,4.4,-1.1,-9.8
CCCCSc1nc(C)cc(SCC(=O)N/N=C/c2cccc(OC)c2O)n1,-1.1,-12.5,-98.9,-4.4,14.4,-8.9,-28.1,0.2,-9.4
COC(=O)N/N=C1/C/C(=N\NC(=O)OC)c2ccccc21,1.9,7.7,80.7*,1.8,15.3,15.9,-0.4,17.5,1.6
C=C(C)CNC(=S)Nc1ccc(S(=O)(=O)Nc2cnc3ccccc3n2)cc1,-1.9,-5.3,-266.1,0.0,-12.8,-13.2,-0.7,6.4,4.4
O=C(/C=C/c1ccccc1)Oc1cccc2cccnc12,2.2,8.8,11.9,1.7,-5.8,-31.8,-9.1,-13.8,-4.1
O=C(O)CCC(=O)N1CCc2cc(S(=O)(=O)N3CCC(Cc4ccccc4)CC3)ccc21,0.7,1.6,-0.1,-1.5,-2.5,0.4,-27.9,-4.2,1.9
CCc1ccc(NC(=O)c2noc3c2CCc2ccccc2-3)cc1,-2.5,-0.8,26.7,7.2*,17.4,-49.6,-3.1,-27.4,5.6
OCCC1CN(Cc2nc3c(s2)CCCC3)CCN1Cc1ccccc1 (stereo not given),-5.3,-1.3,-1.1,-0.4,-0.5,-1.2,14.6,5.4,0.7
CC(C)(CC1(C)NC(=O)NC1=O)OCc1ccccc1 (stereo not given),1.6,-9.6,3.2,·,·,·,11.1,·,·
Cc1ccc(C2=NN(CC(=O)NCCC(C)C)C(=O)CC2)cc1,0.4,-3.0,11.7,1.9,2.6,-12.2,2.4,-3.2,4.2
COc1cc(/C=C/C(=O)OCC(=O)NCc2ccco2)ccc1OCC#N,0.6,-11.5,-90.3,-1.1,-4.9,-2.9,14.1,-1.3,0.9
CCN(CCO)Cc1csc2cccc(Br)c12,1.5,-6.5,30.8,1.4,-2.0,-2.8,-9.7,3.7,3.5
Cc1ccc(NC(=O)CSc2nnc(CCCCCNC(=O)OC(C)(C)C)o2)c(C)c1,0.6,-1.8,8.1,-1.3,0.4,1.9,5.1,-1.3,17.9
NC(=O)C1CCN(C(=O)c2cn(-c3ccccc3)nc2-c2cccnc2)CC1,0.9,-2.5,-0.5,4.9,-0.6,0.3,-28.0,-11.0,-2.2

molecule,SENP1 FRET inh,HKDC1 inh,SENP8 block-1,beta cell repl,SENP7 block,SENP6 block,PfGluPho inh,SENP8 block-2,UBC13 inh
CSc1ccc(CN2CCC(C(=O)NCc3ccc(C)cc3)CC2)cc1,4.4,0.7,14.5,-3.0,4.0,12.5,-14.9,3.4,10.4
Cc1cc(OCC(=O)NCc2ccccn2)c2c(C)c(Cc3ccccc3)c(=O)oc2c1,1.3,-3.1,-167.5,-1.8,1.2,-8.5,2.4,-7.5,18.5
COc1cc(OC)cc(-c2c(C#Cc3ccsc3)c3cc(-c4cc(F)cc(F)c4)ccc3n2C)c1,-3.2,-2.7,i,-4.2,3.4,8.4,-5.5,4.8,11.2
O=C(Nc1cccc([N+](=O)[O-])c1)c1ccc2ccccc2c1O,2.9,14.5,5.4,-5.2,91.7*,90.5*,77.6*,92.3*,-8.0
COC(=O)[C@@]1(Cc2ccccc2)[C@H]2C(=O)N(C)C(=O)[C@H]2[C@H]2CN=C(SC)N21,1.7,2.1,-1.2,·,11.9,·,1.9,·,·
CCc1c(C)c2cc(Cl)c(O)c(CN(CC)CC)c2oc1=O,-102.8,-9.8,-288.2,1.5,-8.2,-4.7,16.7,-12.5,18.3
COc1ccccc1Nc1ccc(NC(=O)c2cccc([N+](=O)[O-])c2C)cc1,1.0,3.4,28.0,-4.4,9.2,-4.6,7.4,5.8,-8.5
O=C(NC1CC1)c1ccc(S(=O)(=O)NCC2CCCCC2)cc1,-1.1,-8.9,1.1,0.2,3.2,-13.5,7.8,2.8,0.1
CC1(C)Nc2ccccc2C(=O)N1NS(=O)(=O)c1ccccc1,-0.6,-5.5,-417.1,-1.3,-5.4,8.4,5.0,-0.3,-12.2
O=C1CSC(c2ccco2)N1 (stereo not given),1.0,7.4,23.6,-0.2,-0.8,-7.4,0.1,-1.7,-5.7
Cc1cccc(N(C(=O)c2csnn2)C(C(=O)NCc2ccccc2)c2ccc(C)o2)c1 (stereo not given),0.8,1.7,4.8,-0.6,-0.5,-21.0,3.9,4.5,1.1
Cc1ccc(S(=O)(=O)NC(Cc2ccccc2)C(=O)O)cc1C (stereo not given),1.0,-0.5,16.7,-2.2,-2.5,-8.4,-11.5,3.5,-3.2
COc1ccc(C(=O)COC(=O)CN2C(=O)NC3(CC(C)CC(C)(C)C3)C2=O)c(OC)c1 (stereo not given),0.7,4.9,6.1,2.6,2.2,4.1,5.6,7.4,-8.7
O=C(Nc1ccccc1Cl)NC1(C(=O)NCc2ccncc2)CCCCC1,1.0,-5.0,8.4,-3.1,9.5,-22.6,-6.2,5.6,3.4
O=C(O)C1CCCCC1C(=O)Nc1nc(-c2ccc(Cl)s2)cs1 (stereo not given),9.6,5.0,-27.0,-3.1,2.7,-7.3,-27.1,0.2,-4.0
Cc1cc(O)cc(=O)n1C,3.0,-7.4,13.0,-3.4,5.2,-10.8,17.9,-2.0,-4.9
Cc1[nH]c2ccccc2c1C(=O)COC(=O)c1ccc2c(=O)n3c(nc2c1)CCC3,-27.1,9.8,-130.7,1.0,-6.0,-17.9,-1.1,-1.4,2.1
COc1ccc(C)cc1NC(=O)CSc1nnc(CC(=O)Nc2cccc(C(F)(F)F)c2)n1C,1.0,3.2,6.0,-3.4,1.8,-6.5,1.9,-1.9,20.1
Cc1cc(C(=O)N(Cc2nnc(-c3ccc(Cl)cc3)o2)C(C)C)c2ccccc2n1,-4.1,1.1,-11.2,2.1,-4.9,-0.8,-7.4,-12.1,-14.8
CCCCN(CCCNC(=O)CN1C(=O)COc2ccccc21)c1ccccc1,-1.7,-1.8,3.3,-3.7,0.5,-28.7,6.9,-10.5,-1.7

molecule,SENP1 FRET inh,HKDC1 inh,SENP8 block-1,beta cell repl,SENP7 block,SENP6 block,PfGluPho inh,SENP8 block-2,UBC13 inh
CC(C)Sc1nc(N)nc2c1ncn2C1OC(CO)C(O)C1O (stereo not given),1.4,-0.4,-56.1,·,·,·,-1.4,·,·
c1ccc(-c2ccc(OCCN3CCOCC3)cc2)cc1,-1.2,3.6,0.3,2.1,2.1,10.2,5.2,6.1,7.7
CC(O)CNC(=S)Nc1ccccc1 (stereo not given),2.4,0.0,-5.4,0.5,-1.5,-7.6,-9.3,-18.2,-8.8
CCOc1ccc(S(=O)(=O)N(CC)CC(=O)NCc2ccccn2)cc1C,0.4,2.8,19.9,1.0,1.9,6.5,-9.3,1.8,-1.8
CC(=O)CSc1nsc(SCC(C)=O)c1C#N,7.6,-12.5,18.1,-0.2,2.4,-2.4,30.7,-2.8,-0.5
CCc1c(C)[nH]n(CCC#N)c1=O,-0.6,-6.2,29.6,-0.7,4.1,16.4,-6.3,-4.1,5.2
O=C(c1ccccc1NS(=O)(=O)c1ccc(F)cc1)N1CCOCC1,0.6,-2.4,3.9,0.0,-4.5,-4.9,2.7,-2.6,5.3
Cc1ccc(S(=O)(=O)N2CCN(C(=O)CN3CCN(c4ccc(O)cc4)CC3)CC2)cc1,-1.1,2.3,12.1,·,·,·,63.5*,·,·
Cc1ccc(C)c(NC(=O)CN(C)C(=O)c2ccc(Cl)nc2)c1,-2.6,-1.4,1.2,-1.9,-9.7,12.4,-10.3,-6.8,-10.4
Cc1ccc(N2CC(C(=O)NC3=NCCS3)CC2=O)cc1C (stereo not given),1.2,2.5,14.5,-0.4,3.3,10.8,-5.6,-1.8,5.3
Cc1ccc2c(C)c(C(=O)N(Cc3ccc(N(C)C)cc3)C3CCS(=O)(=O)C3)oc2c1 (stereo not given),2.4,0.1,9.2,-0.3,1.0,1.7,19.4,7.2,6.4
CCCN(CC(=O)Nc1ccccc1C)C(=O)c1ccc(Cl)c(S(=O)(=O)N2CCCC2)c1,-2.9,0.5,10.1,-1.4,12.2,-9.3,-6.9,-5.8,2.4
CC(=O)c1cccc(NC(=O)Cc2ccc3c(c2)CCCC3)c1,-3.2,-4.7,5.3,1.3,8.7,-9.2,8.9,-112.7,6.9
Cc1cccc(NS(=O)(=O)c2c(C)noc2C)c1,4.1,-6.8,-0.6,-1.8,1.3,1.0,7.2,2.4,4.5
Cc1ccc(S(=O)(=O)Nc2c(C)n(C)n(-c3ccccc3)c2=O)cc1C(=O)OCC(=O)N1CCCC(C)C1 (stereo not given),1.7,-6.5,5.1,-0.8,-8.9,-12.1,-13.1,-4.2,4.7
CCn1c(C(=O)NCc2cccnc2)cc2sc(Cl)cc21,-1.2,-7.3,10.5,-0.8,1.8,-1.4,17.3,1.0,9.4
NNC(=O)Cn1c2ccccc2c2ccccc21,-1.1,1.7,-3.7,-1.1,12.5,-9.2,-15.6,-3.1,-0.6
Cn1c(N2CCOCC2)c(/C=N/OC(=O)c2ccc(F)cc2)c2ccccc21,-33.8,-19.0,9.6,-4.3,5.6,1.2,18.0,0.9,-0.9
Oc1cccc(Nc2ncnc3c2oc2ccccc23)c1,1.9,-0.7,-222.3,-6.7,71.3*,70.2*,20.2,62.5*,0.9
Cc1ccc([N+](=O)[O-])cc1NC(=O)c1cccs1,2.5,-8.9,11.4,1.5,-3.9,-33.9,10.6,-0.1,-0.4
Cc1ccc(S(=O)(=O)N2CCC(C(=O)N(C)C3CCS(=O)(=O)C3)CC2)cc1 (stereo not given),2.8,-1.2,3.3,-2.3,-2.2,-6.1,2.0,-2.0,-11.1

Full records, quoted from the list.
`Cc1ccc(S(=O)(=O)N2CCC(C(=O)N(C)C3CCS(=O)(=O)C3)CC2)cc1` (stereo not given) across the screens: SENP1 FRET inh: 2.8; HKDC1 inh: -1.2; SENP8 block-1: 3.3; beta cell repl: -2.3; SENP7 block: -2.2; SENP6 block: -6.1; PfGluPho inh: 2.0; SENP8 block-2: -2.0; UBC13 inh: -11.1
`c1ccc(-c2ccc(OCCN3CCOCC3)cc2)cc1` across the screens: SENP1 FRET inh: -1.2; HKDC1 inh: 3.6; SENP8 block-1: 0.3; beta cell repl: 2.1; SENP7 block: 2.1; SENP6 block: 10.2; PfGluPho inh: 5.2; SENP8 block-2: 6.1; UBC13 inh: 7.7
